F508del corr = correctors of CFTR F508del function in bronchial epithelial cells | CFBE cells, YFP halide quenching; stimulated with forskolin plus potentiator P3; % fluorescence drop versus neutral controls | activity (quench increase), % at 7.58 µM | hit rate 0.36% among 350,000;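 active means mean added fluorescence quench of at least 8% versus neutral control, with both replicates also reaching 8%; inconclusive means only one of the mean or replicate conditions met; inactive means mean below 8% and not both replicates reaching 8%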;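 further: cells transiently co-express mutant CFTR-F508del with the halide-sensitive YFP; corrector assay measuring rescue of mutant channel to the surface after 24 h compound exposure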
ERAP1 inh = ERAP1 (human) enzyme inhibition; recombinant ERAP1, Leu-AMC fluorescence, 60 min; hit rate 0.15% among 340,000; inhibition, % at 10.7 µM; Q9NZ08; AID 652197;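 active means mean replicate inhibition of at least 30%, or all replicates individually reaching that 30% level; inactive means mean below 30% and not every replicate reaching it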;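 further: 0% = neutral control wells and 100% = L-leucinethiol positive control wells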
Target sequence (Q9NZ08 whole entry, looked up): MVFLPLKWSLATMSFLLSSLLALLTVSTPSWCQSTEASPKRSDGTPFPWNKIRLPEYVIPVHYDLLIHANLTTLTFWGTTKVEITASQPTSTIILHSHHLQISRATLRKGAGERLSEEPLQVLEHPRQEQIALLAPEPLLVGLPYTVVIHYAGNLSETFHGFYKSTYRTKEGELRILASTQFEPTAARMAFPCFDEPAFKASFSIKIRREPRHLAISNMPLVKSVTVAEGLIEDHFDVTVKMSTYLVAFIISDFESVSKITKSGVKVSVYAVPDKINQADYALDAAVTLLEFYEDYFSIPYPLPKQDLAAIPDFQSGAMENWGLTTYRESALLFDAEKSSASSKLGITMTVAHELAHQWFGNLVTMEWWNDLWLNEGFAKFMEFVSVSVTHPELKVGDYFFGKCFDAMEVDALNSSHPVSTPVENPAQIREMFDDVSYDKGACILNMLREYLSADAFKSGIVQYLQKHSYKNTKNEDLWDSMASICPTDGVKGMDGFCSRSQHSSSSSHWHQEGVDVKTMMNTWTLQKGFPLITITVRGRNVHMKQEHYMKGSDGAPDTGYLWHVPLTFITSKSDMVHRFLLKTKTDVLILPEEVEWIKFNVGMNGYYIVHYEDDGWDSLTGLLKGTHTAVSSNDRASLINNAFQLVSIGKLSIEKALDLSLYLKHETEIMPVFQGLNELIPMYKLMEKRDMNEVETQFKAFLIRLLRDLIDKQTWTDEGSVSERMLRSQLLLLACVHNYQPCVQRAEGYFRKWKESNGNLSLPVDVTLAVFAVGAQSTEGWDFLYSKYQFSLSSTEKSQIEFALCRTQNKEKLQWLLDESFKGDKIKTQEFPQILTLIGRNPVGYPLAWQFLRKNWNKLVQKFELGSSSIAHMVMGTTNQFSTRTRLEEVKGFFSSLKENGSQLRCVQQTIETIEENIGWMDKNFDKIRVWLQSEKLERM
Casp6 inh = blocks human caspase-6 cleavage activity. inhibition, % at 12.5 µM. purified caspase-6, Z-VEID-R110 cleavage fluorescence. AID 686996. hit rate 0.53% among 350,000;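 active means mean inhibition across replicates at least about 35%, with every replicate also reaching that limit, limit read from the data; inconclusive means only one of the two criteria met; inactive means neither criterion met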;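 further: 0% = median of neutral control wells and 100% = no fluorescence left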
ERp5 block = blocks human ERp5 reductase activity on insulin; Q15084; ERp5 insulin aggregation, absorbance 650 nm, 90 min; inhibition, % at 9.99 µM; hit rate 0.05% among 350,000; AID 651711;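 active means mean replicate inhibition above about 25%, with every replicate also reaching it, limit read from the data, passing the limit was not always enough; inconclusive means only one of those two criteria met; inactive means neither criterion met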
miR122 inh = miR-122 inhibition in Huh7 cells; AID 602342; hit rate 0.3% among 340,000; activation (reporter increase), % at 12.5 µM; Huh7 miR-122 Renilla luciferase sensor, 48 h; neutral wells = 0, positive control = 100;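 active means mean replicate activation score at least 90 and every replicate individually at or above 90; inconclusive means only one of the two criteria met; inactive means neither criterion met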;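 further: higher luciferase means less miR-122 activity so hits act as miR-122 inhibitors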
DENV2 CPE = DENV2-induced cell death inhibition; DENV2-infected cells, cytopathic effect rescue, plate reader; CPE inhibition, % at 9.99 µM; hit rate 1.7% among 350,000; in the data active means CPE inhibition above about 20%, passing the limit was not always enough; inconclusive means no clear call, values can overlap the other calls; tested in BHK-21 cells;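 further: 0% = median of neutral control wells and 100% = median of positive control wells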
SIRT5 inh = inhibitors of human sirtuin-5 desuccinylase | Q9NXA8 | Purified SirT5, succinyl-peptide AMC, trypsin-coupled fluorescence | inhibition, % at 15 µM | hit rate 1.1% among 330,000 | AID 652115; in the data active means inhibition above about 15%; inconclusive means no clear call, values can overlap the other calls
* marks the source's active call; other numbers are inactive results; u = inconclusive; x = no result given; & = joins results of further samples; [ ] = dose if it differs, or a comment.

SMILES	F508del corr	ERAP1 inh	Casp6 inh	ERp5 block	miR122 inh	DENV2 CPE	SIRT5 inh
C[C@H]1CN([C@@H](C)CO)C(=O)c2cc(NC(=O)Cn3cnnn3)ccc2O[C@H]1CN(C)CC1CCCCC1	-3.9	-3	3	-3	-3[16.7 µM]	18	-2
O=C(O)c1ccc(CS(=O)(=O)Cc2ccccc2F)o1	-0.8	-5	0	-3	x	-10	x
O=C(O)c1ccccc1NS(=O)(=O)c1ccc(NN=Cc2ccccc2F)c([N+](=O)[O-])c1	3.1	-13	41*	-3	x	2	17*
Nc1cc2c(cc1Cl)-c1ccc(Cl)cc1C2=O	1.0	1	5	-1	6	11	x
CC(C)(C)[C@H]1COC(=O)[C@@H](Cc2ccc(F)cc2)CC/C=C/C[C@@H](CC(=O)N[C@H](CO)Cc2ccccc2)C(=O)N1	3.8	-3	1	4	-3	-3	2
COc1cc(OC)c2c(-c3cccc(-c4ccc(N(C)C)cc4)c3)cc(=O)oc2c1	6.3	x	-1	-2	97*	-8	-3
CC(C(=O)Nc1ccc2c(c1)OCO2)N(C)CC(=O)Nc1ccccc1Cl (configuration not stated)	2.6	1	0	1	-5	-3	-1
Cc1noc(C)c1NC(=O)N(C)C[C@@H]1Oc2ccc(NC(=O)CCCCCC(=O)Nc3ccccc3N)cc2CC(=O)N([C@H](C)CO)C[C@H]1C	-1.0	-1	2	2	5[16.7 µM]	-5	x
CCOc1ccc(C(=O)NCC2(c3ccccc3)CCOCC2)cc1	x	-2	-2	-1	2	2	0
COc1ccc(-c2csc(NC(=O)c3ccccc3Br)c2C(=O)O)cc1	4.3	1	-1	0	2	-8	-5
O=C(Nc1cccc(S(=O)(=O)N2CCOCC2)c1)C1COc2ccccc2O1 (configuration not stated)	-2.2	-2	16	-1	x	-13	-3
C[C@H]1CN([C@@H](C)CO)C(=O)c2cccc(NC(=O)Nc3cccc4ccccc34)c2O[C@H]1CN(C)Cc1ccncc1	1.8	-3	2	1	1[16.7 µM]	5	-6
Cc1ccc(CN2CCC(c3cc(-c4cccs4)n[nH]3)CC2)cc1	0.0	-5	3	-5	0	14	3
C=CCNCCCOc1ccc(Cl)cc1Br	x	3	-2	6	2	-5	8
C[C@H]1CN([C@@H](C)CO)C(=O)c2cccc(NC(=O)Nc3ccc(C(F)(F)F)cc3)c2O[C@@H]1CN(C)Cc1ccc(Oc2ccccc2)cc1	-0.2	-4	-1	0	-3[16.7 µM]	-7	3
CCN(CC(O)COCc1ccc(Cl)cc1)C1CCCCC1 (configuration not stated)	-3.7	-2	0	-1	x	-2	-2
COCCCNC(=O)C(C)N1c2cccc3cccc(c23)S1(=O)=O (configuration not stated)	2.6	1	2	3	x	4	-5
CC(C)C(C(=O)O)N1CCS(=O)(=O)CC1 (configuration not stated)	-4.3	-2	-3	0	x	-4	6
Cc1cccnc1NC(=O)CSc1nnc(COc2ccc(C(C)C)cc2)n1C	x	3	-1	3	x	4	x
COc1ccccc1CNC(=O)COC(=O)CNS(=O)(=O)c1ccc(C)cc1	-4.6	5	-4	-8	-2	-5	-5
O=C(C[C@H]1CC[C@H]2[C@@H](COC[C@H](O)CN2Cc2cccc(-c3ccncc3)c2)O1)N1CCN(c2ccccc2)CC1	-2.9	-1	-2	-1	-9[16.7 µM]	11	0
O=c1[nH]n(CCO)c(=O)c2cccnc12	0.0	1	-1	x	x	-3	-1
Cc1ccc(C)c(C(=O)COC(=O)C2CCN(c3ccc(C(F)(F)F)cn3)CC2)c1	1.8	-3	1	13	x	-2	-6
COCCCNC(=O)CC[C@H]1O[C@@H](n2cnc3c(NC(=O)c4ccccc4)ncnc32)[C@H](O)[C@@H]1O	-0.8	-2	-3	-2	5	-1	-13
Cc1ccc(C(=O)/C=C/Nc2ccc(S(=O)(=O)Nc3onc(C)c3C)cc2)cc1	x	0	21	2	x	1	1
C[C@@H]1CN([C@H](C)CO)C(=O)c2cc(NC(=O)CCN3CCOCC3)ccc2O[C@@H]1CN(C)Cc1ccc(Oc2ccccc2)cc1	-0.8	-3	-3	-4	2[16.7 µM]	-6	-1
C[C@H](CO)N1C[C@H](C)[C@H](CN(C)C(=O)Nc2ccc(C(F)(F)F)cc2)Oc2c(NC(=O)c3nc4ccccc4s3)cccc2C1=O	-1.3	1	2	10	11[16.7 µM]	u	4
O=C(CN1CCOCC1)N/N=C/c1ccc(C(=O)O)cc1	-1.9	-3	3	6	x	-1	-2
COc1nc(NC(C)C)nc(N(C#N)CN2C(=O)c3ccccc3S2(=O)=O)n1	-2.9	6	4	4	4	u	-2
COc1ccc2c(c1)O[C@@]1(CCCC[C@@H]1C)CC2=O	-0.3	-3	x	2	-3	-4	x
C[C@H](CO)N1C[C@H](C)[C@@H](CN(C)C(=O)Nc2cccc3ccccc23)Oc2ccc(NS(C)(=O)=O)cc2CC1=O	-5.2	1	-1	-6	x	-5	2
Cc1onc(-c2ccccc2)c1C(=O)N1CCCSC1=Nc1ccccc1	-2.2	0	0	-1	-8&3	-3	x
COC(=O)C[C@H]1C=C[C@@H](NC(=O)c2ccncc2)[C@@H](CO)O1	0.1	-2	0	2	x	-10	x
N#C[C@H]1[C@@H](c2ccc(C3=CCCC3)cc2)[C@@H](CO)N1C(=O)C1CCCC1	-0.3	3	3	18	x	72*	x
O=C(CSCc1ccc(Cl)cc1)Nc1ccccc1O	-4.3	-4	-1	4	7	-2	-1
O=C1Nc2ccccc2N(O)N1c1cc(-c2ccc(Cl)cc2)[nH]n1	1.6	-1	0	1	29	x	-1
CCCCOC(=O)C1C2CCC(O2)C1C(=O)OCC (configuration not stated)	1.8	0	0	-4	-2	-10	-1
N#C/C(=C/c1ccc(O)c([N+](=O)[O-])c1)C(=O)Nc1ccccc1	6.8	5	5	-5	x	2	x
CC(C)CCNC(=O)CN(Cc1ccccc1)C(=O)CCC(=O)Nc1nccs1	-2.2	3	-2	6	0	-7	-6
O=C(NCCNc1ccc([N+](=O)[O-])cc1)c1cccc(Br)c1	-0.2	1	-1	-2	-3	-5	x
CC(=O)c1ccc(NC(=O)CN2CCC(C(=O)c3ccc4c(c3)OCCO4)CC2)cc1	0.5	1	2	0	-6	-3	2
COc1cccc(NS(=O)(=O)c2c(C(=O)N3CCCCCC3)c(C)n(C)c2C)c1	1.2	3	2	8	45	-7	0
O=C(Cn1cc(COc2ccc3ccc(=O)oc3c2)nn1)c1ccc(O)cc1	0.7	-2	8	6	-6	4	0
C[C@@H]1CCCCO[C@H](CN(C)S(=O)(=O)c2cn(C)cn2)[C@@H](C)CN([C@@H](C)CO)C(=O)c2cc(NC(=O)c3ccccc3)ccc2O1	0.6	-1	1	0	5[16.7 µM]	4	-6
CC(CCCC(C)(C)O)CC1C2=C(CCCC2=O)OC2=C1C(=O)CCC2 (configuration not stated)	0.1	-1	0	8	-6	x	-1
Cc1cc(C(=O)OCC(=O)NC2CCCC2)c2ccccc2n1	1.4	7	4	-2	0	2	2
Cn1c(=O)[nH]c2ncccc21	-3.4	6	8	-1	-2	-2	-7
COc1ccc(S(=O)(=O)Nc2ccc3c(c2)CC(=O)N([C@@H](C)CO)C[C@H](C)[C@H](CN(C)C(=O)Nc2ccc4c(c2)OCO4)O3)cc1	0.3	4	2	-4	12[16.7 µM]	-12	4
CC1=C(C(=O)Nc2ccccc2C(=O)NC2CCCCC2C)SCCO1 (configuration not stated)	-0.5	0	5	-7	2	1	-4
Cc1nn(C)c(C)c1/C=N/NC(=O)C(C)(C)Oc1ccc(Cl)cc1	-4.1	1	0	5	-14	0	-22
COc1ccc(-c2sc(Nc3ccc(F)c(F)c3F)nc2CCC(=O)NN)cc1	1.9	1	-2	2	1	6	-4
CCOc1ccc(OCC(=O)N(C)c2c(N)n(Cc3ccccc3)c(=O)[nH]c2=O)cc1	1.8	7	3	-5	x	25*	-3
CCC1NC(=O)c2cccnc2-n2c1nc1cc(C)cc(C)c1c2=O (configuration not stated)	1.6	0	-14	-3	0	-4	0
Cc1nc(-c2nnc(SCC(=O)Nc3cc(Cl)cc(Cl)c3)n2C)cs1	1.7	0	3	-1	0	-2	0
O=C(ONC(=O)C1CCCCC1C(=O)NOC(=O)c1ccccc1)c1ccccc1 (configuration not stated)	7.5	1	40*	-7	-4	18	-1
CC(=O)NC(CC(=O)OCC(=O)N1CCc2ccccc21)c1ccccc1 (configuration not stated)	-1.1	-10	0	1	-7	-4	7
O=C1c2cccc3c(N4CCCCC4)ccc(c23)C(=O)N1c1ccc(O)cc1	2.3	1	0	4	x	9	-5
[O-][n+]1ccccc1C(O)CSc1ccccc1 (configuration not stated)	-2.6	-2	-3	4	x	-5	x
O=C(CSCc1ccc(C(=O)O)cc1)Nc1ccc2ccccc2c1	-2.5	x	2	5	x	1	-4
O=C(N[C@H]1C=C[C@H](CC(=O)N2CCN(c3ccccc3)CC2)O[C@H]1CO)c1ccccc1	-1.2	-1	1	-5	x	-1	1

Continuation:
SMILES	F508del corr	ERAP1 inh	Casp6 inh	ERp5 block	miR122 inh	DENV2 CPE	SIRT5 inh
O=S(=O)(N[C@@H]1CC[C@H](CCn2cc(-c3ccccc3F)nn2)O[C@@H]1CO)c1ccc(Cl)cc1	-1.1	-2	6	2	x	-2	-1
O=C(c1ccccc1)C(CN1CCCCC1)c1ccccc1 (configuration not stated)	-11	-1	-2	0	1	-4	0
CCC(=O)N(C)C[C@H]1Oc2ncc(C#CC3(O)CCCC3)cc2C(=O)N([C@H](C)CO)C[C@H]1C	-1.0	2	-1	7	-2[16.7 µM]	1	-3
CN(C)CC(=O)N1[C@H](CO)[C@@H](c2ccc(C#CC3CCCCC3)cc2)[C@@H]1C#N	2.1	1	-2	-1	x	19	2
O=C(CN(C(=O)c1csnn1)c1ccccc1C(F)(F)F)NC1CCCCC1	1.9	2	-1	3	4	-4	4
COCCNC(=O)C[C@@H]1CC[C@@H]2[C@@H](COc3ccc(NC(C)=O)cc3C(=O)N2C)O1	0.1	x	x	x	29[16.7 µM]	1	x
Brc1ccccc1OCCCCCN1CCOCC1	-3.2	2	-1	-3	x	-1	3
CCN(CC(=O)Nc1c(F)cccc1F)C(=O)c1ccc(-n2cncn2)c([N+](=O)[O-])c1	-0.5	0	0	4	x	-5	0
CCOC(=O)C1=C(C)Nc2ccccc2N=C1NC(=O)c1ccc(Cl)c(S(=O)(=O)N2CCCC2)c1	-0.5	2	3	2	x	-1	-6
C[C@@H]1CN([C@H](C)CO)C(=O)c2cc(NC(=O)Nc3ccc(F)cc3)ccc2O[C@@H](C)CCCCO[C@H]1CN(C)S(C)(=O)=O	0.8	x	x	x	-3[16.7 µM]	-14	x
COCC#Cc1ccc([C@@H]2[C@@H](CO)N3CCCCN(C(=O)COC)C[C@H]23)cc1	1.4	-5	0	-3	0[16.7 µM]	34*	11
COc1ccc(C(=O)Nc2cccc(C(=O)N/N=C/c3ccc(OC)cc3OC)c2)cc1	-0.1	-1	-1	10	x	8	-4
Cc1cccc(C)c1OCc1cc(C(=O)N2CCN(c3ccc(F)cc3)CC2)no1	1.1	0	0	4	-9	3	1
COc1ccccc1-c1ccc([C@@H]2[C@H]3CN(C(=O)NC4CCCC4)CCCCN3[C@H]2CO)cc1	-5.8	2	-3	6	0[16.7 µM]	-11	1
COc1ccc(C(=O)N2CCN(Cc3cc(OC)ccc3OC)CC2)cc1	0.5	-3	1	-3	1	0	3
CCOC(=O)C(CC(=O)c1ccccc1)CC(=O)c1ccccc1	1.5	-2	4	9	x	-6	-3
N=c1oc2ccccc2cc1C(=O)NC1CCCCCC1	2.0	4	-1	-3	x	0	0
Cn1c(SCc2ccccc2Br)nc2ccccc2c1=O	-3.4	2	-1	5	-8	-1	-2

Complete entries as entered above. Screens in order: F508del corr, ERAP1 inh, Casp6 inh, ERp5 block, miR122 inh, DENV2 CPE, SIRT5 inh
Profile of CC(C)(C)[C@H]1COC(=O)[C@@H](Cc2ccc(F)cc2)CC/C=C/C[C@@H](CC(=O)N[C@H](CO)Cc2ccccc2)C(=O)N1 = 3.8, -3, 1, 4, -3, -3, 2
Profile of CCN(CC(=O)Nc1c(F)cccc1F)C(=O)c1ccc(-n2cncn2)c([N+](=O)[O-])c1 = -0.5, 0, 0, 4, x, -5, 0
Profile of O=C(CN1CCOCC1)N/N=C/c1ccc(C(=O)O)cc1 = -1.9, -3, 3, 6, x, -1, -2

Compound activity deposited in PubChem by Broad Institute.
